UHRF1 binding: UHRF1 methylated DNA binding inhibitors, primary screen, counter-screen for MBD2 inhibitor project, biochemical, TR-FRET, human UHRF1, single concentration; E3 ubiquitin-protein ligase UHRF1 (Homo sapiens), Q96T88; UHRF1 binding to methylated oligo; inhibition, % at 4.4 µM; 370,000 compounds, 0.75% hits; in the data active = inhibition above about 21%;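 also: UHRF1 SRA domain binding a hemimethylated CpG hairpin DNA probe; 0% = median of test compound wells and 100% = reference inhibitor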
proKLK7 act: proKLK7 zymogen activators, primary screen, biochemical, fluorescence intensity. Kallikrein-7 (Homo sapiens), P49862. purified proKLK7, EDANS-DABCYL substrate fluorescence; 100% is mature enzyme control, 0% vehicle. activation, % at 7 µM. 370,000 compounds, 0.9% hits;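 active = activation above the mean of all tested compounds plus 3 SD, computed per campaign excluding outliers beyond control limits, cut at about 13% in these data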
PLCb3 inh: human PLC-beta3 inhibitors, primary screen, biochemical, fluorescence. inhibition, % at 12.2 µM. 370,000 compounds, 0.18% hits. 1-phosphatidylinositol 4,5-bisphosphate phosphodiesterase beta-3 (Homo sapiens), Q01970. Purified PLC-beta3, fluorogenic substrate. AID 720704, 2013; in the data active = inhibition above about 11%;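 also: 0% = median of compound wells on plate and 100% = full blocker control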
Target sequence (Q01970 whole entry, looked up): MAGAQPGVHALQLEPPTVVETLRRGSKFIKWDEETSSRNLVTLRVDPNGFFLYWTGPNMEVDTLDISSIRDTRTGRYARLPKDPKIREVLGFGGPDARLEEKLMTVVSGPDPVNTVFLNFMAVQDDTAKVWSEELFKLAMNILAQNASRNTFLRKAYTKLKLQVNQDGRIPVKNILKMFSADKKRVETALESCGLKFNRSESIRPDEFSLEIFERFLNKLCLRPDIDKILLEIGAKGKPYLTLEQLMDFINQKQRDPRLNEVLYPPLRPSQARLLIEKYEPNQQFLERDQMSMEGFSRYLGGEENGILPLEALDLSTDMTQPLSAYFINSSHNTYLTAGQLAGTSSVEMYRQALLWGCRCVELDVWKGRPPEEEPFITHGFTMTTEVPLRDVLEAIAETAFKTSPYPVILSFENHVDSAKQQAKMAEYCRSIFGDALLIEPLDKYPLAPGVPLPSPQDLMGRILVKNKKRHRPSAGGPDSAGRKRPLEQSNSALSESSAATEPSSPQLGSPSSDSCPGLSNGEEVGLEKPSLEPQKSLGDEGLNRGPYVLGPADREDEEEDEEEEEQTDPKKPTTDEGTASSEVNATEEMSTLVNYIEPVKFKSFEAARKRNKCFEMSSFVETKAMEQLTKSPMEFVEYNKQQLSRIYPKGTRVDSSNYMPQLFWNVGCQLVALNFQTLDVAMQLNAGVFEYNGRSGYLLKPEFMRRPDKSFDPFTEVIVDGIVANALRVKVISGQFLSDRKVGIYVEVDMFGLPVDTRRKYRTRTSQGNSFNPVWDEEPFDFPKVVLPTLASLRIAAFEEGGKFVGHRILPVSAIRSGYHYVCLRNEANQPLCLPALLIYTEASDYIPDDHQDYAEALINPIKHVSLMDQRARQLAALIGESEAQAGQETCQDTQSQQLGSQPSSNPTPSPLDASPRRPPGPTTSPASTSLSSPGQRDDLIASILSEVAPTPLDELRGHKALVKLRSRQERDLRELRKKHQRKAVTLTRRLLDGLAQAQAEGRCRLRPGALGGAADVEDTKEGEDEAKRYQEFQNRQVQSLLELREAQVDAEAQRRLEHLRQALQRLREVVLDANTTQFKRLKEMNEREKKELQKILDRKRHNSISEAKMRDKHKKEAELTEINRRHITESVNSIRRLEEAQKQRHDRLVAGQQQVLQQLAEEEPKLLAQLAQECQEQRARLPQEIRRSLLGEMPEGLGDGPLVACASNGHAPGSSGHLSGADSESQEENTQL
DDE Tn6 FP inh: inhibitors of Tn6 peptide binding to fibrin DD(E), primary screen, biochemical, fluorescence polarization, human fibrin, Tn6 probe | Fibrinogen beta chain (Homo sapiens), P02675 | Fibrin DD(E) TRITC-Tn6 fluorescence polarization displacement | inhibition, % at 8.3 µM | 370,000 compounds, 0.21% hits | AID 720509, 2013;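 active = inhibition above a per-campaign cutoff: mean of compounds within control limits plus 3 SD, cut at about 15% in these data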;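 also: 0% = median of all compound wells on the plate and 100% = blocking peptide control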
Tn7 DDE FP: inhibitors of Tn7 peptide binding to fibrin DD(E), primary screen, biochemical, fluorescence polarization, human fibrin, Tn7 probe; Fibrinogen beta chain (Homo sapiens), P02675; FP displacement of FITC-Tn7 peptide from fibrin DD(E); 0% = median of compound wells per plate; inhibition, % at 8.3 µM; 370,000 compounds, 0.13% hits;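 active = inhibition above the mean of compounds falling within the control limits plus 3 SD of them, cut at about 14% in these data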;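 also: 0% = plate median of compound wells and 100% = 10 µM Aha-Tn7 peptide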
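system = human fibrin DD(E) protein | quantity = DD(E) 2 µM final | medium = Tris/NaCl/CaCl2 buffer, pH 7.8 | also added = labelled Tn7 tracer, 0.1 µM | compound dosing = single point at 8.3 µM | timing = compound with protein 10 min, then 3 h after probe, room temperature | signal = FP measurement | benchmarks = Aha-Tn7 high control | repeats = one replicate per compound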
PLCg1 inh: PLC-gamma1 enzyme inhibitors, primary screen, biochemical, fluorescence, purified enzyme | fluorogenic substrate | 1-phosphatidylinositol 4,5-bisphosphate phosphodiesterase gamma-1 (Homo sapiens), P19174 | AID 720700, 2013 | 370,000 compounds, 0.84% hits | inhibition, % at 12.2 µM; in the data active = inhibition above about 9.5%
ARFGAP1 inh: inhibitors of rat ARFGAP1 GAP activity, primary screen, biochemical, fluorescence polarization, GDP tracer; 360,000 compounds, 0.26% hits; inhibition, % at 16.5 µM; ADP-ribosylation factor GTPase-activating protein 1 (Rattus norvegicus), Q62848; Arfgap1-stimulated ARF1 GTP hydrolysis, GDP FP detection;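 active = inhibition above a per-plate limit, mean inhibition of low control wells plus 3 SD, cut at about 25% in these data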;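 also: 0% = DMSO wells with enzyme and 100% = wells lacking Arfgap1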
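Assay system: Rat Arfgap1 GAP domain (His6, aa 1-136), purified enzyme | Buffer or medium: HEPES 25 mM pH 7.5, NaCl 150 mM, MgCl2, DTT | Schedule: GTP hydrolysis reaction 2 h at 25 °C | Signal: FP of antibody-bound GDP Alexa 633 tracer, ex 620/em 688 nm | Measure: Percent inhibition of Arfgap1-stimulated GTP hydrolysis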
HGIII-sPLA2 inh: human group III sPLA2 inhibitors, primary screen, biochemical, QFRET, BODIPY PC-A2 liposome substrate; Group 3 secretory phospholipase A2 (Homo sapiens), Q9NZ20; 370,000 compounds, 0.56% hits; inhibition, % at 12.2 µM; QFRET BODIPY PC-A2 liposome hydrolysis, fluorescence;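 active = inhibition above mean plus 3 SD of compounds lying within the high and low control bounds, cut at about 19% in these data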;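 also: 0% = median of test compound wells and 100% = no enzyme DMSO wells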
ASAP1 GAP inh: inhibitors of human ASAP1 ArfGAP activity, primary screen, biochemical, fluorescence polarization; ASAP1-stimulated ARF1 GTP hydrolysis, GDP FP detection; inhibition, % at 16.5 µM; 360,000 compounds, 0.19% hits; in the data active = inhibition above about 25%;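 also: 0% = vehicle with enzyme and substrate and 100% = no enzyme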
NR1D1 modulator: modulators of Rev-erb alpha DNA binding, primary screen, biochemical, FITC-DNA, fluorescence polarization, uHTS; 370,000 compounds, 0.79% hits; Rev-erbα–FITC-DNA binding, 90 min; activity, % at 10 µM; AID 1259318, 2017; Nuclear receptor subfamily 1 group D member 1 (Homo sapiens), P20393;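 active = activity above about 14%, limit read from the data; passing the limit was not always enough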;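 also: 0% = DMSO wells with 35 nM protein and 100% = DMSO wells with 750 nM protein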
The depositor's hits bear a star; · = no result given; ! = repeats disagree. Compounds as they come; about 4.5% have a hit in one of these screens.

Compound,UHRF1 binding,proKLK7 act,PLCb3 inh,DDE Tn6 FP inh,Tn7 DDE FP,PLCg1 inh,ARFGAP1 inh,HGIII-sPLA2 inh,ASAP1 GAP inh,NR1D1 modulator
Cc1ccc(NC(=O)Cn2cc(C=O)c3ccccc32)cc1C,0,0.3,0,2,-2,3,3,-9,0,-2
CCCC(C)C(=O)Nc1ccc(Cl)cc1Cl (stereo unspecified),1,-0.2,1,-1,1,-4,-4,1,-7,0
CCC(C)C(NC(=O)OCc1ccccc1)C(=O)OCN1C(=O)c2ccccc2C1=O (stereo unspecified),7,-0.6,9,-2,-1,9,10,12,6,4
O=C(Cn1cc2c(n1)CCCC2)NCCCN1CCCC1,0,0.6,2,12,6,0,6,2,-7,1
OCC1CCCN(C(=S)Nc2ccc(Nc3ccccc3)cc2)C1 (stereo unspecified),-1,0.5,-2,1,5,-2,2,1,3,0
Cc1cccc(OCC(O)CN2CCNCC2)c1 (stereo unspecified),0,0.2,-3,3,-4,-1,8,0,6,6
CCCc1nnc(NC(=O)CS(=O)(=O)c2ccc(C)cc2)s1,0,-0.3,-6,-12,-3,-3,1,-6,1,4
O=C(CN1C(=O)C2CC=CCC2C1=O)OCc1cc(=O)n2cc(Br)ccc2n1 (stereo unspecified),-3,1.4,-19,0,1,-8,8,5,-9,5
COc1ccc(/C=N/Nc2nc(N)cc(Cl)n2)cc1OC,-3,-0.1,0,-4,1,4,4,0,1,-6
CC(C)n1c(=S)[nH]c2c1c(=O)[nH]c(=O)n2C,0,0.1,1,-9,2,4,-1,1,12,-5
Nc1ccc(Oc2ccccc2F)nc1,-2,1.2,-9,-2,6,-1,-6,2,1,-2
C=C(C)C1Cc2c(C)nn(-c3ccccc3)c2C1 (stereo unspecified),6,-1.3,-1,3,2,7,14,10,7,4
Cc1ccc(CN2CCC(NC(=O)c3ccccc3)CC2)cc1,5,-0.6,-4,-5,-5,2,0,4,-6,1
O=[N+]([O-])c1ccc(Cl)c(S(=O)(=O)NCCc2ccccn2)c1,-5,0.0,-5,8,-3,-4,-1,-3,6,-1
Cn1cnnc1SCc1ccc(C(=O)O)cc1,8,0.7,1,-4,-2,0,3,8,-3,-5
Cc1cccc(CCN2CCN=C2N(C)C)c1,10,0.4,-1,-13,-8,1,11,12,8,4
CSc1nc2ccccc2n1CC(=O)N1CCCCC1,-1,-0.2,-2,7,-3,-3,-2,5,-5,-4
CCCc1nnc(SCC(=O)N2CCCC2)n1CC1CCCO1 (stereo unspecified),-2,0.2,4,-1,-3,1,4,3,8,1
CCC(C(=O)OCC(=O)NC(=O)c1ccccc1)c1ccccc1 (stereo unspecified),3,-0.2,-6,4,5,5,-2,9,-3,6
O=C(c1ccc(OCC2CCCO2)cc1)N1CCN(c2ccccc2)CC1 (stereo unspecified),7,0.7,0,12,2,1,4,-9,-11,7
COC(=O)c1cc(Cl)c(NC(=O)C(C)C)cc1OC,0,-0.1,1,4,-3,-2,2,0,12,-6
CN(C)CCCNC(=O)C[C@@H]1CC[C@@H]2[C@H](COc3ccc(NC(=O)c4cccc(F)c4)cc3C(=O)N2C)O1,-1,-0.3,1,12,3,2,·,0,·,-1
COc1ccc(Cn2nnnc2C(c2ccc3ncccc3c2)N2CCN(C3CCCCC3)CC2)cc1 (stereo unspecified),3,0.3,0,4,14*,2,-1,5,-2,-1
COCCn1ccc(O)c(Cc2ccc(Cl)cc2)c1=O,2,-0.2,7,8,3,9,7,6,13,1
CCC(c1ccc(O)cc1)C(CC)c1ccc(O)cc1 (stereo unspecified),0,0.4,-2,3,3,-2,-8,-63,-14,34*!
O=C(COC(=O)c1ccc(S(=O)(=O)Nc2ccccc2)cc1)NCC1CCCO1 (stereo unspecified),3,0.8,-5,-7,-8,3,19,-1,13,3
COc1ccc(NS(=O)(=O)Cc2ccccc2)cc1OC,3,0.5,-6,0,3,-2,-1,1,10,3
O=C(CCC(=O)NNC(=O)c1ccccc1[N+](=O)[O-])NCc1ccccc1,0,0.3,4,6,-1,0,-12,2,-6,7
COc1ccc(CC(/C=C/c2ccc(F)cc2)c2ccccc2)cc1 (stereo unspecified),-1,-0.6,-2,11,6,-2,·,6,·,-5
CCOc1cc(NC(=S)NCCCN(C)C)c(OCC)cc1NC(=O)C1CC1,0,0.0,-4,1,-6,0,9,-2,-7,2
O=C(CSc1nnc(Cc2cc(=O)[nH]c(=O)[nH]2)n1-c1ccccc1)N1CCCCC1,1,0.7,2,5,2,0,-3,-7,-3,2
COc1ccccc1N1CCN(C(=O)c2ccc(Cn3c(=O)[nH]c4ccsc4c3=O)cc2)CC1,0,0.8,-3,-2,-5,3,17,-4,4,1
CC(=O)NS(=O)(=O)c1ccc(NC(=O)c2ccccc2F)cc1,1,1.1,-2,-5,-3,0,10,-3,10,-1
Cc1ccc(Nc2nc3nonc3[nH]c2=O)cc1Cl,0,0.8,-18,-2,-6,-20,8,-11,11,-8
COc1ccc(S(=O)(=O)N(CC(=O)NCc2ccncc2)c2cc(C)cc(C)c2)cc1OC,-2,0.0,-4,-1,-6,0,2,-2,9,1
Nc1c(N(CCCO)C(=O)C2CCCCC2)c(=O)[nH]c(=O)n1Cc1ccccc1,0,-0.1,-8,3,4,-1,-3,5,-5,-11
CCC(C(=O)N1CC2(C)CC1CC(C)(C)C2)N1C(=O)c2ccccc2C1=O (stereo unspecified),-2,0.1,1,-7,0,5,13,-5,3,-3
CC1CN(C(=S)Nc2ccc(S(N)(=O)=O)cc2)CC(C)O1 (stereo unspecified),-2,0.1,-3,-8,3,2,9,-3,-16,-3
CC(=O)n1cc([C@@H]2C=C(C(=O)Nc3ccccc3)O[C@H](OCCCCO)C2)c2ccccc21,-5,-0.2,-18,-2,-6,-10,6,-15,5,3
COc1cc(NC(C)=O)c2ncccc2c1NC(C)=O,-2,0.3,-33,4,2,-21,-6,-2,2,3
COc1cccc(NC(=O)C2(S(=O)(=O)c3ccc(Cl)cc3)CC2)c1,0,0.8,-3,0,-2,1,-2,-2,8,4
O=C(NCc1ccccn1)c1ccc(-c2ccccc2)cc1,0,0.3,1,3,2,-2,4,7,-13,-3
COc1ccc(CC(=O)NCC2CCCN(Cc3ccc(OC)cc3F)C2)cc1 (stereo unspecified),1,0.4,1,1,-3,-2,-4,3,3,3
CC(=O)Nc1ccc(NC(=O)CSc2nccn2Cc2ccc(Cl)cc2)cc1,1,0.5,-8,2,-1,-2,4,-11,7,-3
CCCn1c(SCC(=O)N2CCCCC2)nnc1C(C)C,-3,0.0,1,5,5,1,2,-4,-2,1
Cc1onc(-c2ccccc2Cl)c1C(=O)OCc1nnc(-c2ccccc2)o1,2,-0.4,-3,-3,-2,3,5,5,-5,-2
COc1ccc(NC(=O)C(OC(=O)CNC(=O)c2ccccc2)c2ccccc2)cc1F (stereo unspecified),-2,·,5,-4,-1,2,·,-14,·,-4
Cc1cc(C)nc(NS(=O)(=O)c2ccc(NC(=O)C3CC3)cc2)n1,0,-0.2,-4,-1,-7,1,7,-4,-1,-4
CCOC(=O)C1C(=O)Nc2nc3ccccc3n2C1C(C)C (stereo unspecified),0,0.5,3,1,-3,4,5,2,5,-5
Cc1ccc(S(=O)(=O)Nc2cccc(NC(=O)CN3CCCCC3)c2)cc1,0,0.0,4,-1,-4,3,15,-13,-5,-6
CCC(C)C(CO)NCCCn1cnc2c(SC)ncnc21 (stereo unspecified),0,0.5,3,13,2,2,10,4,9,1

From PubChem BioAssay
